Assay outcomes as filed in PubChem BioAssay.
Menin-MLL TR inh – inhibitors of human menin-MLL interaction, mutant MLL peptide; 0.23% of 270,000 active; Potency, µM (series often up to 61.6 µM), for inactives: at the top dose FP activity change, negative = inhibition, most hits filed as inhibitors; Menin + Texas Red MLL mutant peptide, fluorescence polarization; AID 1768; O00255; active = well fitted inhibition curve with a large enough effect in the polarisation, with a control signal flat, not every such curve was filed as active; inconclusive = small, poorly fitted or top-dose-only effect, or effect the other way, or a change in a side signal; inactive = no such curve, though single readings can be large or run the other way; the % refers to the polarisation; note: potency is the fitted concentration of half-maximal effect; % of control where 0% means no effect; many of its hits are not listed in these tables
FLuc counter – counter-screen for miR-21 project: firefly luciferase inhibitors or activators. P08659. purified FLuc, Km substrates, luminescence inhibition. Potency, µM (highest dose often 57.5 µM), for the others: at the highest dose activity change, negative = inhibition, most hits filed as inhibitors. 6.9% of 360,000 active. AID 588342;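 note: potency is the fitted concentration of half-maximal effect; plate controls were vehicle for no effect and reference inhibitor for full effect; nearly all actives have a fitted effect of over 55% in size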
Target sequence (P08659 whole entry, looked up): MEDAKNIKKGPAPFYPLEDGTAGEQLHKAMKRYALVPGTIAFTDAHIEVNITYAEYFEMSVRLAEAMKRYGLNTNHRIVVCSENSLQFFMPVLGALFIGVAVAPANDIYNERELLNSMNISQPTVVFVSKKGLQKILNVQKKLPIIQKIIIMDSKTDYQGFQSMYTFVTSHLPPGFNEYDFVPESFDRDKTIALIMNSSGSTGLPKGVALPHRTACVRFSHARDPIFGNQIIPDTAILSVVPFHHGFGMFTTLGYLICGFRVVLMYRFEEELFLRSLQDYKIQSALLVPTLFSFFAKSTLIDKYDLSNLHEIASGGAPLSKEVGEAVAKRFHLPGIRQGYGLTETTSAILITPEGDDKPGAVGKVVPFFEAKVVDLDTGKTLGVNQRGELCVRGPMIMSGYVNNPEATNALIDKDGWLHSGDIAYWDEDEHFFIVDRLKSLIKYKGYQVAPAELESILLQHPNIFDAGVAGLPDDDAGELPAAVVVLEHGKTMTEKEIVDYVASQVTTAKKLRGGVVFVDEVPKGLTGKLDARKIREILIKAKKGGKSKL
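Purified P. pyralis luciferase, 10 nM final, with Km-level 10 uM D-luciferin and 10 uM ATP in 50 mM Tris acetate pH 7.5, 10 mM Mg acetate, 0.01% Tween-20, 0.05% BSA; 6-point qHTS titration about 60 µM downward; luminescence read.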
Giardia killer – kills Giardia lamblia | Giardia lamblia trophozoite viability | activity change, % at 7.66 µM, hits read low | 0.15% of 340,000 active | AID 540267; in the data active = activity change below about -80%; inconclusive = between about -30% and that limit;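 note: parasites exposed to compound for two days anaerobically before the ATP read; % is set by controls: 0 for no effect and ±100 for the full control effect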
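Compounds were tested on trophozoites seeded at 100 cells/well and held 48 hrs at 37 deg C anaerobically. An ATP-based luminescent kit measured the remaining live cells.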
RORg inh – inhibitors of mouse ROR gamma transcriptional activity. P51450. Drosophila S2 Gal4-RORgamma UAS-luciferase reporter, 20 h. Potency, µM (doses to about 53.6 µM), inactives show top-dose activity change, negative = inhibition, most hits filed as inhibitors. 5.4% of 310,000 active. AID 2551; note: potency is the fitted concentration of half-maximal effect; % is set by controls: 0 for no effect and ±100 for the full control effect; nearly all actives have a fitted effect of over 60% in size
Target sequence (P51450 whole entry, looked up, the tested form may be a part): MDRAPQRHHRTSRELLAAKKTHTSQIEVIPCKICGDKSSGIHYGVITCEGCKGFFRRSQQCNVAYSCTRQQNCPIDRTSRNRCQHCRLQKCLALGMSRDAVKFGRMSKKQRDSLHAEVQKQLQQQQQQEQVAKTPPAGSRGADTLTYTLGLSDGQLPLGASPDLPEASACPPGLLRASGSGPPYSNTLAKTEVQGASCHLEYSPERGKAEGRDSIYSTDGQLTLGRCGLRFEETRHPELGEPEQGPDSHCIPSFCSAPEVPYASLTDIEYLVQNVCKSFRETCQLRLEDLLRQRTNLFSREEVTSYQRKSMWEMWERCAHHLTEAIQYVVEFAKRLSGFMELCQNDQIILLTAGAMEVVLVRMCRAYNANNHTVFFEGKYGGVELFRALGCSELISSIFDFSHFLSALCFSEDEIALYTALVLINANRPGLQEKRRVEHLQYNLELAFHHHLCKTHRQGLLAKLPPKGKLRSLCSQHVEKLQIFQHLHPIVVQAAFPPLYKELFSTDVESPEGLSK
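Read-out: Photinus luciferase luminescence; inhibitors lower reporter signal. Insect Schneider cells with Gal4-ROR gamma fusion under metallothionein promoter, UAS reporter; 700 uM final copper sulfate induction, 20 hr, ambient temperature.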
p53 reactivation – mutant p53 re-activation in reporter cells; Potency, µM (highest dose often 92.2 µM), for the others: top-dose activity change, positive = activation, hits mostly activators; H1299 p53-A138V BP100-luciferase reporter, luminescence, 24 h; 0.063% of 320,000 active; AID 504706; note: potency is the fitted concentration of half-maximal effect; % of control where 0% means no effect; nearly all actives have a fitted effect of over 45% in size
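H1299 (p53-null), stable ts p53-A138V + BP100-Luc; 1000 cells/well, Opti-MEM/10% FBS; cpd 4 pt, 1:5; 24 h, 37 deg C, 5% CO2; detection reagent 10 min RT; luminescence.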
PKM2 activator – PKM2 (human) enzyme activation | P14618 | purified PKM2, Kinase-Glo ATP luminescence, activation; response scale: 0% is enzyme alone, no compound | Potency, µM (doses to about 57.5 µM), without a hit: at the top dose activation, usual class: activators | 0.34% of 260,000 active; note: potency is the fitted concentration of half-maximal effect; % is set by controls: 0 for no effect and ±100 for the full control effect; nearly all actives have a fitted effect of over 55% in size
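Purified hPK-M2 (>95% pure) converted ADP (0.1 mM final) to ATP with 0.5 mM PEP in 50 mM imidazole pH7.2, KCl, MgCl2, Tween 20, BSA; 1 h at room temperature. ATP detected by Kinase-Glo luminescence.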
Rab9 prom act – Rab9 promoter activation | Huh7 Rab9 promoter-luciferase reporter, luminescence, 24 h | Potency, µM (titrated, usually from 9.22 µM), for inactives: at the top dose activation, negative = inhibition, actives largely listed as activators | 2.8% of 320,000 active | AID 485297; note: potency is the fitted concentration of half-maximal effect; % of control where 0% means no effect; nearly all actives have a fitted effect of over 60% in size
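Luminescence read-out: Huh7 cells stably expressing Rab9-luciferase, treated 24 h with compound at 37 °C, then lysed with luciferase reagent for 10 min at ambient before reading.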
ELG1 genotoxic – genotoxicity induction in ELG1-luciferase HEK293T cells | HEK293T ELG1-luciferase reporter, luminescence, 16 h | Potency, µM (doses to about 46 µM), inactives show at the highest dose activity change, positive = activation, hits mostly activators | 1.3% of 330,000 active; note: potency is the fitted concentration of half-maximal effect; % of control where 0% means no effect; nearly all actives have a fitted effect of over 60% in size
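Genotoxicity was scored as increased ELG1-luciferase reporter signal, measured by ONE-Glo luminescence (30 min, room temperature). Compound or vehicle exposure of the HEK293T reporter cells lasted 16 hr at 37°C.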
NPC1 promoter act – activates the NPC1 promoter | Huh7 NPC1 promoter luciferase reporter, 24 h | 2.4% of 320,000 active | Potency, µM (doses to about 9.22 µM), for inactives: at the top dose activation, hits mostly activators;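 note: potency is the fitted concentration of half-maximal effect; % of control where 0% means no effect; nearly all actives have a fitted effect of over 60% in size; reporter is driven by a mutant NPC1 promoter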
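In 1536-well qHTS, Huh7 cells harboring an NPC1 promoter–luciferase construct received compound for 24 h; activation was quantified by luminescence following luciferase reagent addition.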
Gal4-VP16 FLuc – inhibits Gal4-VP16 luciferase reporter, ROR gamma counter-screen. 3.5% of 310,000 active. Potency, µM (highest dose often 53.6 µM), for inactives: at the top dose activity, negative = inhibition, usual class: inhibitors. Drosophila S2 Gal4-VP16 UAS-luciferase, luminescence, 20 h. AID 2546;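 note: Gal4-VP16 expression switched on by copper sulfate through the metallothionein promoter; potency is the fitted concentration of half-maximal effect; % is set by controls: 0 for no effect and ±100 for the full control effect; nearly all actives have a fitted effect of over 50% in size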
BRCA1 expr up – activators of BRCA1 expression; Potency, µM (highest dose often 46.1 µM), for the others: at the highest dose activation, hits mostly activators; 1.1% of 380,000 active; AID 624202; MCF7-BRCA1-FFLuc reporter, luminescence, 48 h; response scale: scaled: vehicle 0%, 10 µM genistein 100%; note: potency is the fitted concentration of half-maximal effect; nearly all actives have a fitted effect of over 80% in size; some results filed as inactive show a strong effect at the top dose
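Quantitative HTS in MCF7 cells stably reporting BRCA1 expression via firefly luciferase. Compound treatment lasts 48 h at 37 °C in phenol-red free MEM. Activation is expressed relative to genistein at 10 microM and DMSO.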
Active calls of the source: *; ? = inconclusive; / = no result given; [ ] = dose if it differs, or a comment. Unless noted, calls come from the whole dose curve; as a rule, active = well fitted curve in the direction sought with a large enough effect; inconclusive = small, poorly fitted or top-dose-only effect, or another doubt; inactive = no such curve, though single readings can be large; an effect the other way counts as inactive or inconclusive.

The line under a structure holds: Menin-MLL TR inh	FLuc counter	Giardia killer	RORg inh	p53 reactivation	PKM2 activator	Rab9 prom act	ELG1 genotoxic	NPC1 promoter act	Gal4-VP16 FLuc	BRCA1 expr up
> COc1ccc(CCNC(=O)COc2ccc(S(=O)(=O)N3CCOCC3)cc2)cc1
 : -14.2%	1.6%	-4.8	-31.1%	-4.8%	-1.7%	3.2%	-12.5%	0.6%	-6.4%	-1.4%
> Cc1nc2ccccc2n1CCOc1ccc(F)cc1
 : -25.2%	-4.2%	-1.9	1.5%	-29.4%	-10.6%[11.5 µM]	6.4%	-5.1%	0.0%	?	-1.3%
> O=c1c(-c2ccc(Cl)cc2)coc2c(CN3CCCCC3)c(O)ccc12
 : -0.3%	-9.7%	7.3	-6.5%	-3.3%	0.1%[11.5 µM]	1.2%	-1.6%	7.3%	-6.5%	-9.6%
> O=C(N/N=C\c1cccc(Cl)c1)c1ccc(Cn2cc(Br)c([N+](=O)[O-])n2)o1
 : ?	5.36µM*	10.0	?	4.2%	-3.2%	-1.8%	-1.4%	1.1%	-10.3%	-18.5%
> C=CCn1c(=O)c2c(nc(-n3nc(C)cc3C)n2C)n(C)c1=O
 : -12.0%	-0.3%	8.6	-33.0%	?	1.4%	-1.1%	-1.2%	0.7%	-3.6%	-17.3%
> O=C(CCCNC(=O)c1ccc(Cl)cc1)Nc1cccc(F)c1
 : 37.3%[activator]	-0.1%	12.9	8.1%	-9.9%	-9.3%	-1.3%	2.8%	-2.3%	-2.6%	-20.1%
> O=C(CN1CCN(S(=O)(=O)c2ccc3ccccc3c2)CC1)Nc1ccc(N2CCOCC2)cc1
 : 1.7%	-2.5%	-15.6	?	-15.3%	6.5%	-1.7%	1.6%	-3.2%	-7.5%	-3.4%
> CC1CCc2sc3ncnc(N4CCN(CCO)CC4)c3c2C1 (configuration not stated)
 : -14.4%	-7.5%	3.1	-25.7%	5.5%	-0.6%	-3.0%	5.6%	?	5.6%	-19.3%
> CCn1cc(C(=O)N2CCc3ccccc32)c(=O)c2cc(S(=O)(=O)N3CC(C)CC(C)C3)ccc21 (configuration not stated)
 : -1.7%	0.6%	-18.7	35.7%	-4.0%	3.3%	-11.5%	-0.9%	0.9%	0.2%	-24.1%
> COc1ccc(CCNC(=O)c2cc3c(=O)n4ccccc4nc3n(Cc3ccco3)c2=N)cc1OC
 : /	-15.8%	?	-18.0%	-0.9%	/	-0.7%	0.3%	-2.4%	-6.8%	-6.2%
> C=CCn1c(SCC(=O)N2CCOCC2)nc2ccccc2c1=O
 : /	-0.1%	-24.6	-0.2%	4.8%	/	0.2%	-2.0%	-16.8%	-10.1%	-0.3%
> Cc1cc(C(=O)COc2ccc(F)cc2Br)c(C)n1C
 : -0.6%	21.3µM*	-2.5	3.1%	2.0%	0.5%	28.0%	8.5%	14.0%	9.4%	62.7%
> COc1cc2c(cc1OC)/C(=C/c1ccc(Br)cc1)C(=O)OC2
 : 14.3%	2.1%	-0.7	-22.7%	-2.2%	-2.5%	-5.5%	3.9%	4.0%	-0.1%	-65.5%
> Cc1csc(C)[n+]1CC(=O)c1ccccc1
 : 3.1%	-0.2%	-23.2	-18.4%	12.5%	1.1%	0.1%	-0.5%	-6.4%	4.0%	17.5%
> O=C(NCC(=O)N(c1ccc(F)cc1)C(C(=O)NC1CCCC1)c1cccnc1)c1ccco1 (configuration not stated)
 : -8.0%	-0.4%	20.7	1.2%	0.3%	-2.8%	2.0%	-0.7%	0.0%	-1.6%	-12.0%
> C[C@H]1CN=C(N(C)C)N1CCC1CCCC1
 : /	-1.0%	?	/	-2.9%	/	-1.1%	1.5%	-0.5%	/	-1.6%
> O=C(COC(=O)CCCc1nc2ccccc2s1)Nc1ncc(Cl)cc1Cl
 : 8.7%	-15.6%	2.5	?	-5.7%	-1.8%	-1.8%	0.7%	-0.4%	?	-0.9%
> S=C(NCc1cccnc1)NCc1cccnc1
 : -2.5%	-0.1%	4.0	7.8%	-3.7%	-0.2%	-8.2%	-1.6%	-5.1%	-20.8%	-5.9%
> COc1ccc(N2CCN(S(=O)(=O)c3cc(Br)cnc3N)CC2)cc1
 : /	5.6%	5.3	0.6%	-6.6%	/	-13.4%	3.2%	5.1%	-10.0%	15.4%
> O=C(COc1ccccc1)NNc1nc2ccccc2s1
 : /	?	25.6	5.01µM*	3.3%	0.1%	9.0%	7.8%	4.3%	11.2µM*	-17.0%
> CCOc1ccc(NC(=O)CN2CCN(C(=O)C3CCCO3)CC2)cc1 (configuration not stated)
 : /	2.6%	8.7	-21.7%	15.2%	-9.9%	-6.0%	3.4%	-6.5%	-4.2%	0.8%
> CN(C)CCCn1c(=O)n(CCc2ccccc2)c(=O)c2c3c(sc21)CCCCC3
 : /	3.0%	26.2	-11.5%	-0.4%	-0.3%	-2.3%	-1.2%	-10.1%	-16.5%	3.2%
> COc1ccccc1C(=O)O/N=C1/CCCc2c1ccc(OC)c2[N+](=O)[O-]
 : -14.7%	-1.0%	5.6	-1.7%	-2.4%	0.0%	-3.7%	4.0%	-2.9%	-13.0%	-10.9%
> Cc1ccc(CNC(=O)C2CCC(=O)N(CCCN3CCOCC3)C2)cc1 (configuration not stated)
 : /	-0.9%	8.5	-15.6%	-0.9%	0.8%	0.2%	-5.7%	0.3%	-5.5%	-16.0%
> COC(=O)c1cc([N+](=O)[O-])ccc1N1CCN(Cc2ccccc2)CC1
 : 0.8%	1.1%	-5.7	16.1%	5.0%	-7.2%	-5.2%	-9.0%	-0.5%	-3.7%	-8.1%
> COCCCn1ccc(O)c(Cc2ccc(F)cc2)c1=O
 : -20.5%	4.2%	-5.4	23.7%	-6.5%	-0.8%	-3.8%	-0.6%	-0.8%	-10.7%	-4.4%
> CCCC(=O)NCCc1cc2ccc(OC)cc2[nH]c1=O
 : -14.6%	-0.6%	5.5	-18.6%[0.365 µM]	10.3%	1.5%	-2.4%	0.5%	-3.5%	/	4.1%
> COc1ccc(C(=O)N2CC(=O)Nc3ccccc32)cc1S(=O)(=O)N1CCCC1
 : -0.7%	0.4%	-10.5	1.4%	-0.8%	-2.4%	11.1%	0.7%	3.5%	5.4%	5.9%
> Cc1ccc(C(=O)c2nocc2C(=O)c2cccs2)cc1
 : ?	-6.7%	-1.0	?	4.8%	-5.1%	11.2%	0.6%	?	?	8.5%
> Cc1cc(=O)nc2c3ccccc3n(CC(=O)NCCCN3CCCC3=O)n12
 : /	-0.2%	-22.8	-20.1%	4.3%	/	-1.1%	0.7%	-0.3%	-5.0%	0.0%
> [O-]/C(=C(\C(=S)NCc1ccccc1)[n+]1ccccc1)c1ccc(Cl)cc1
 : 29.5%	-12.8%	-21.0	?	-2.6%	0.9%	1.8%	-4.6%	-1.4%	-13.8%	-1.4%
> CCc1c(C)sc(NC(=O)c2cc(-c3cc(OC)ccc3OC)on2)c1C#N
 : ?	8.9%	12.1	-6.1%	-24.6%	-0.2%	-2.1%	15.3%	-8.7%	-8.1%	2.1%
> CC(=O)Oc1ccc2cc(-c3ccccc3)c(=O)oc2c1
 : 40.6%[activator]	2.39µM*	-0.6	37.8%	?	-1.5%	?	?	3.98µM*	-15.4%	?
> Cc1ccc(C)c(N2CCN(CCCNC(=O)Cn3cc4c(n3)CCCCC4)CC2)c1
 : ?	-0.9%	3.3	12.6µM*	-4.5%	6.6%	-10.3%	5.4%	-6.4%	20µM*	-26.9%
> COc1ccc2[nH]c(C)c(C(=O)CN3CCOCC3)c2c1
 : 0.9%	-1.5%	-10.4	-12.4%	-6.7%	-10.6%	-5.1%	-0.5%	0.7%	10.5%	-19.9%
> CCn1c(SCC(=O)N2CCC(C)CC2)nnc1-c1ccco1
 : -8.4%	-2.3%	0.3	1.6%	-1.5%	-2.3%	0.9%	7.1%	-2.0%	4.2%	36.8%
> Cc1ccc(/C([O-])=C(/C(=S)NCc2ccco2)[n+]2ccccc2)cc1[N+](=O)[O-]
 : ?	-7.9%	-0.3	-3.7%	-1.0%	18.5%	0.8%	-0.4%	-4.2%	-1.9%	2.3%
> CCOc1ccccc1CNC(=O)c1ccc(Sc2ccc(Cl)cc2)c(NC(C)=O)c1
 : -7.1%	4.8%	6.6	20.9%	-5.1%	5.2%	-18.6%	-5.9%	-6.8%	6.7%	-26.7%

Only part of the results is shown, so the mix of outcomes need not match the whole.
